TSHR antagonist: Antagonists of the Thyroid Stimulating Hormone Receptor: HTS campaign. 330,000 tested, 0.2% active. TSHR-expressing cells, TSH-stimulated cAMP HTRF, 2 h; active compounds read low. activity change, negative = inhibition, % at 11.5 µM;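 active = activity change below a set negative limit, meaning inhibition stronger than a set level, cut at about -70% in these data; inconclusive = activity change between two set negative limits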; note: % is set by controls: 0 for no effect and ±100 for the full control effect
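Inhibition of cAMP made by TSHR-expressing cells under TSH stimulation (4nM final, EC80; 2 h, 37 deg C) is quantified with a one-step lysis HTRF kit, anti-cAMP cryptate versus cAMP-d2.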
CXXC DNA block: qHTS Fluorescence Polarization Assay for Inhibitors of MLL CXXC domain - DNA interaction | Histone-lysine N-methyltransferase 2A (Homo sapiens), Q03164 | MLL-CXXC / FITC-HOXA9 DNA fluorescence polarization | Potency, µM (titrated, usually from 115 µM), without a hit: top-dose activity change, negative = inhibition, most hits filed as inhibitors | 290,000 tested, 0.037% active | AID 2662, 2010; active = well fitted inhibition curve with a large enough effect in the polarisation, with a control signal flat, not every such curve was filed as active; inconclusive = small, poorly fitted or top-dose-only effect, or effect the other way, or a change in a side signal; inactive = no such curve, though single readings can be large or run the other way; the % refers to the polarisation; note: potency is the fitted concentration of half-maximal effect
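Steps: dispense CXXC domain solution (7 uM) → pin compounds or unlabeled HOX-A9 DNA control → 5 min ambient → add FLSN-HOX-A9 solution (50 nM) → spin → 30 min ambient → fluorescence polarization. Tris pH 7.5/NaCl/DTT/BSA buffer.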
MBNL1-CUG inh: qHTS Assay for Inhibitors of MBNL1-poly(CUG) RNA binding. TR-FRET MBNL1-His/biotin-(CUG)12 binding, 665/545 ratio. Potency, µM (highest dose often 57.5 µM), for inactives: top-dose activity change, negative = inhibition, most hits filed as inhibitors. 280,000 tested, 0.036% active; active = well fitted inhibition curve with a large enough effect in the signal ratio, with a control signal flat, not every such curve was filed as active; inconclusive = small, poorly fitted or top-dose-only effect, or effect the other way, or a change in a side signal; inactive = no such curve, though single readings can be large or run the other way; the % refers to the signal ratio; note: potency is the fitted concentration of half-maximal effect; % is set by controls: 0 for no effect and ±100 for the full control effect
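Compound titration spanned 92 nM–58 uM against the MBNL1-His/biotin-(CUG)12 complex. After 60 min at room temperature with 5 nM streptavidin-XL665 and 0.055 ng/ul terbium anti-His, ratiometric 665/545 nm emission (Ex 340 nm) normalized to controls.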
PTAP TSG101 blk: qHTS Assay for Iinhibitors of HIV-1 Budding by Blocking the Interaction of PTAP/TSG101 | 340,000 tested, under 10 active | Fluorescence polarization, FITC-PTAP peptide / Tsg101 binding | Potency, µM (doses to about 115 µM), without a hit: top-dose activity change, negative = inhibition, most hits filed as inhibitors; active = well fitted inhibition curve with a large enough effect in the main read-out, with a control signal flat, not every such curve was filed as active; inconclusive = small, poorly fitted or top-dose-only effect, or effect the other way, or a change in a side signal; inactive = no such curve, though single readings can be large or run the other way; note: potency is the fitted concentration of half-maximal effect; % of control where 0% means no effect
Target sequence (Q99816 whole entry, looked up): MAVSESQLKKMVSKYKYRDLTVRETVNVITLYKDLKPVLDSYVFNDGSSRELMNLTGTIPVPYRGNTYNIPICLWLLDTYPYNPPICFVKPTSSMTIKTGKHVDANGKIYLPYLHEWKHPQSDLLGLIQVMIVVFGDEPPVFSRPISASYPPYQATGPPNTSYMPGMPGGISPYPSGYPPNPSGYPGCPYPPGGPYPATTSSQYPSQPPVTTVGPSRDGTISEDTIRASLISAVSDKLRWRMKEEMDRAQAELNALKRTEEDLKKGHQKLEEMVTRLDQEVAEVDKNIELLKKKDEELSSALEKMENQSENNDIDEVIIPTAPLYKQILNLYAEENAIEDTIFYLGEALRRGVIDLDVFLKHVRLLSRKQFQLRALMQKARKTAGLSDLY
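Tsg101 binding domain (10 uM final) was mixed with compound and a FITC-labeled PTAP peptide (50 nM final) in HEPES pH 7.5 buffer with NaCl, Tween 20, EDTA and TCEP; fluorescence polarization was read after 20 min at r.t.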
S-ASM inh: Inhibitors of Secretory Acid Sphingomyelinase (S-ASM): qHTS | 340,000 tested, 0.006% active | AID 504937, 2011 | Potency, µM (highest dose often 57.5 µM), for inactives: top-dose activity change, negative = inhibition, usual class: inhibitors | Sphingomyelin phosphodiesterase (Homo sapiens), P17405 | placental ASM, HMU-PC fluorogenic substrate, 60 min; note: potency is the fitted concentration of half-maximal effect
Target sequence (P17405 47-631 limits assumed): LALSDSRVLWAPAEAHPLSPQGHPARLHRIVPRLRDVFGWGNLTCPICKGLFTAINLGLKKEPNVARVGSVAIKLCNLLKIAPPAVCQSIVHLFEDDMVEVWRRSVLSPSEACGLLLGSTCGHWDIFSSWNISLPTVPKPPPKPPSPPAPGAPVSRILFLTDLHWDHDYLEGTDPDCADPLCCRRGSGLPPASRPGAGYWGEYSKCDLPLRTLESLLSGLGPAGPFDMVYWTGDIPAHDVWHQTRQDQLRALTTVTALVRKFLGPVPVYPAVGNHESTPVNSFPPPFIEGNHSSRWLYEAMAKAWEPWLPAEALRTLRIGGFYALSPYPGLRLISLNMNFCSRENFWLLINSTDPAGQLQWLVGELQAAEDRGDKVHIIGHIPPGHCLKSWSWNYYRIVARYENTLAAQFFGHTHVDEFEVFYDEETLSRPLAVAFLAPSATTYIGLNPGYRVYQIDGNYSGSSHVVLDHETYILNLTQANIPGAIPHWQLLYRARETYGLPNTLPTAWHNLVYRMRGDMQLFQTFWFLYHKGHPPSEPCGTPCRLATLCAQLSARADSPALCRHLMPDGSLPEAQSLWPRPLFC
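HMU-PC0 cleavage (9 uM final) by human placental ASM, 60 min at 37 °C following 10 min compound exposure at RT; stopped at pH 10, fluorescence Ex 386/Em 447 nm.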
TCR activator: Activators of T cell receptors: qHTS campaign; primary human leukocytes, anti-CD3, IL-2 HTRF, 48 h; Potency, µM (highest dose often 9.22 µM), for inactives: top-dose activation of IL-2 secretion, most hits filed as activators; 330,000 tested, under 10 active; note: % of control where 0% means no effect
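Human primary leukocytes + a-CD3 beads + cpd, 48 hr; IL-2 in supernatant by HTRF (ex 320nm / em 665nm). No co-stimulatory signal supplied.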
a7 integrin act: qHTS for Activators of Integrin-Mediated Alleviation for Muscular Dystrophy | alpha7betagal myoblasts, beta-gal FDG fluorescence, 48 h | Potency, µM (series often up to 38.3 µM), inactives show at the highest dose activation, actives largely listed as activators | 350,000 tested, 0.064% active;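 note: potency is the fitted concentration of half-maximal effect; 100% = response of the positive control SU9516; nearly all actives have a fitted effect of over 60% in size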
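alpha7betagal+/- myoblasts (passage 13, 250/well) treated 48 h at 37C with compounds at 1:260 dilution of DMSO stock. Lysed, then beta-galactosidase activity read as FDG fluorescence (ex 480/em 540) after 30 min, with pre-read for autofluorescence.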
Mito fusion act: qHTS Assay for Small Molecule Inhibitors of Mitochondrial Division or Activators of Mitochondrial Fusion | S. cerevisiae fusion-defective mutant growth rescue, CellTiterGlo 48 h | Potency, µM (titrated, usually from 46.1 µM), for the others: top-dose growth rescue (activation), most hits filed as activators | 320,000 tested, 0.23% active;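 note: potency is the fitted concentration of half-maximal effect; % of control where 0% means no effect; nearly all actives have a fitted effect of over 45% in size; temperature-sensitive fusion mutants such as fzo1-1 at 37 °C on non-fermentable ethanol glycerol medium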
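Compounds are tested for their ability to restore growth of mitochondrial fusion-defective yeast strains at non-permissive 37C in YPEG medium over 48 hours. Viability is quantified by luciferase luminescence.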
AT treatment: qHTS Assay for Identifying a Potential Treatment of Ataxia-Telangiectasia; 320,000 tested, 0.19% active; […] A-T fibroblasts, KAP-1 phosphorylation AlphaLISA; neocarzinostatin DNA damage 30 min before lysis; Potency, µM (top dose mostly 57.5 µM), for the others: at the top dose activation, usual class: activators; note: potency is the fitted concentration of half-maximal effect; % of control where 0% means no effect; nearly all actives have a fitted effect of over 45% in size
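ATM-like activity read as KAP-1 phosphorylation via AlphaLISA donor/acceptor antibody pairs after lysis and 6 hr at 25C. Cells were ATM-null patient fibroblasts ([…], hTERT), dosed 60 min, then exposed to the DSB inducer NCS for 30 min.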
Menin-MLL TR inh: qHTS Assay for Inhibitors Targeting the Menin-MLL Interaction in MLL Related Leukemias: Competition With Texas Red Labeled MLL-derived Mutant Peptide | O00255 | Menin + Texas Red MLL mutant peptide, fluorescence polarization | Potency, µM (series often up to 61.6 µM), for inactives: at the highest dose FP activity change, negative = inhibition, usual class: inhibitors | 270,000 tested, 0.23% active; active = well fitted inhibition curve with a large enough effect in the polarisation, with a control signal flat, not every such curve was filed as active; inconclusive = small, poorly fitted or top-dose-only effect, or effect the other way, or a change in a side signal; inactive = no such curve, though single readings can be large or run the other way; the % refers to the polarisation; note: potency is the fitted concentration of half-maximal effect; % of control where 0% means no effect; many of its hits are not listed in these tables
Starred values were filed as active, the others as inactive; ? = inconclusive; · = no result given; [ ] = dose if it differs, or a comment. Unless noted, calls come from the whole dose curve; as a rule, active = well fitted curve in the direction sought with a large enough effect; inconclusive = small, poorly fitted or top-dose-only effect, or another doubt; inactive = no such curve, though single readings can be large; an effect the other way counts as inactive or inconclusive. The list is partial; count on the stated rates, not on these rows.

SMILES | TSHR antagonist | CXXC DNA block | MBNL1-CUG inh | PTAP TSG101 blk | S-ASM inh | TCR activator | a7 integrin act | Mito fusion act | AT treatment | Menin-MLL TR inh
CCCCn1c(=O)n(CC(=O)Nc2ccc(C)c(Cl)c2)c(=O)c2c1ncn2Cc1ccco1 | -8 | 41%[activator] | 5% | 0% | -8% | -5% | -23% | -8% | 7% | 5%
COc1cc(OC)cc(C(=O)Nc2nnc(NC(=S)Nc3ccccc3)s2)c1 | -5 | -1% | · | -2% | -22% | -3%[46.1 µM] | 25% | -3% | 5% | ?
CC(=O)Nc1c(F)cc(Br)cc1F | 0 | -12% | 2% | 0% | -6% | -8% | 7% | 0% | 0% | ·
COc1ccc(-n2c(SC(C)C(=O)Nc3ccc(NC(C)=O)cc3)nc3ccccc3c2=O)cc1OC (stereo not drawn) | 2 | ? | -6% | -9% | -6% | -4% | 2% | 4% | 4% | 19%
CCN1CCN(C(c2cccs2)C(C)NC(=O)CC(C)C)CC1 (stereo not drawn) | 7 | -25% | 3% | -7% | 0% | · | 15% | 0% | -4% | 0%
O=C(NCCCn1ccnc1)c1nn2c(C(F)(F)F)cc(-c3ccccc3)nc2c1Cl | -2 | 13% | ? | 1% | 4% | 3% | -13% | -4% | -7% | -13%
CCOc1ccc(-n2c(N)c(-c3nc4ccccc4n3C)c3nc4ccccc4nc32)cc1 | 8 | 19% | -14% | -2% | 3% | 3%[46.1 µM] | -3% | 1% | 2% | -20%
Cn1cnc2nc(Cl)nc(Cl)c21 | · | · | · | 0% | 0% | 4% | 0% | · | · | ·
O=C(Nc1ccc2nccnc2c1)c1ccco1 | -4 | -18% | ? | -5% | 103%[activator] | 13% | 8% | 5% | -3% | 7%
Cc1cc(C(=O)OCC(=O)N2CCCCCC2)ccc1[N+](=O)[O-] | 4 | · | · | -6% | 1% | 2% | 0% | 5% | 4% | ·
CCCCN1Cc2cc(C(=O)c3cc(F)ccc3O)cnc2NC1=O | -16 | -14% | 18% | -1% | 52%[activator] | 2% | 14% | 6% | 9% | 1%
COc1ccc2c(c1OC)C(=O)N1c3ccccc3N=C(c3ccc([N+](=O)[O-])cc3)CC21 (stereo not drawn) | 14 | 4% | ? | -2% | -1% | 0%[46.1 µM] | -10% | 0% | -3% | 19%
CCCc1ccc(C(=O)CCC(=O)O)cc1 | 14 | 0% | -13% | 0% | 0% | -1% | -7% | 6% | 20% | -14%
O=C1c2ccccc2C(=O)C12Cc1ccccc1N1CCN(c3ccccc3)CC12 (stereo not drawn) | -7 | -9% | 5% | -3% | -2% | -32% | -6% | 1% | -2% | 12%
CC(C)Cn1cc(F)c(=O)n(CC(C)C)c1=O | -3 | 4% | -7% | 0% | -6% | -3% | 18% | -12% | -1% | 2%
Cc1ccc(N2C(=O)C3CCC(C)(C2=O)C3(C)C)cc1 (stereo not drawn) | 4 | -5% | -5% | 0% | -2% | -3% | -1% | -1% | 4% | ·
COc1ccc(S(=O)(=O)N2CCOC2CNC(=O)C(=O)NCc2ccccc2Cl)cc1 (stereo not drawn) | 4 | ? | 4% | · | -14% | -7% | -26% | 1% | 3% | 0%
Cc1ccc(C)c(C(=O)CCC(=O)NNC(=O)Cn2nc(C)cc2C)c1 | 6 | · | · | -7% | 4% | -8% | -15% | -5% | 12% | ·
O=C(O)CC/C(=N\NC(=O)c1ccc(F)cc1)c1ccc(Br)cc1 | -2 | 3% | 1% | -7% | 10% | 2% | 14% | -2% | -9% | -3%
O=C(CCc1nc(-c2ccc(Cl)cc2)no1)NCC1CCCO1 (stereo not drawn) | -5 | 3% | -5% | -6% | 2% | -1% | 1% | 3% | 0% | 0%
Cc1ccc(C)c(CN2C(=O)C3(OCCCO3)c3ccccc32)c1 | 5 | 5% | -2% | 0% | -3% | -5% | -21% | 6% | 11% | -19%
COc1c2c(c(CCC(=O)O)c3c1C=CC(C)(C)O3)OC(C)(C)C=C2 | · | · | · | 0% | -1% | -2% | 4% | · | · | ·
CCc1ccc(Nc2cnn(C34CC5CC(CC(CC(=O)O)(C5)C3)C4)c(=O)c2Cl)cc1 | -4 | 1% | 8% | 0% | -4% | -2% | -15% | -1% | -2% | -5%
Cc1ccc(OCC(=O)N2N=C(c3cccnc3)CC2(O)C(F)(F)F)cc1C (stereo not drawn) | -5 | 0% | ? | -4% | -3% | 2%[46.1 µM] | 13% | 22% | -3% | -1%
CCN(CCO)c1nc(NCc2ccccc2)c2cnn(C)c2n1 | -11 | 3% | 4% | -2% | -1% | 1% | ? | 12% | 4% | -20%
CC(C)(C)[C@H]1COC(=O)CC/C=C\C[C@@H](CC(=O)N(CCO)Cc2ccccc2)C(=O)N1 | -2 | · | · | 0% | 7% | -5% | 0% | · | 10% | ·
CC(CN1CCCCC1)OC(=O)CCc1ccccc1 (stereo not drawn) | 12 | 3% | 10% | 4% | 3% | -2% | -8% | -3% | 1% | -5%
O=C(OCC(=O)N1CCN(C(=O)c2ccco2)CC1)c1sc2cc(F)ccc2c1Cl | 3 | -7% | 8% | -5% | ? | 2% | 6% | -5% | -1% | -22%
CCc1cccc(N(C(=O)c2csnn2)C(C(=O)NC2CCCCC2)c2cccnc2)c1 (stereo not drawn) | -2 | 18% | -1% | 2% | -1% | 0% | 7% | -8% | -4% | ·
CC1(C)NC(=O)N(CC(O)CN(Cc2ccccc2)Cc2ccccc2)C1=O (stereo not drawn) | 3 | -9% | -2% | -3% | -1% | 2% | -11% | -9% | 0% | -6%
O=C(c1ccncc1)c1nccn1-c1ccccn1 | -13 | 4% | 5% | -4% | -5% | -2% | ? | -4% | 7% | -7%
Cc1cc(C)nc(NC(N)=NCCc2ccccc2)n1 | · | · | · | -5% | 0% | 8% | -62%[inhibitor] | · | · | ·
O=C(CN1C(=O)/C(=C/c2ccccc2F)Sc2ccccc21)NCCCN1CCOCC1 | 7 | -3% | ? | -6% | -2% | 6% | -44% | 10% | 3% | -11%
O=[N+]([O-])c1ccc(Nc2nc(N/N=C/c3cccc(F)c3)nc(N3CCCC3)n2)cc1 | -11 | 15% | 11% | 0% | -7% | 8%[46.1 µM] | 28% | 16µM* | 2% | ?
O=C1CCN(Cc2ccc(Cl)cc2)N1 | 0 | -2% | -4% | -6% | 0% | -4% | 3% | -6% | 7% | 18%
O=C(O)c1ccccc1-c1ccccc1C(=O)Nc1ccccc1 | 0 | 2% | 2% | -8% | 1% | -2% | -3% | -1% | 10% | -3%
COC(=O)[C@@]1(Cc2ccccc2)[C@H]2C(=O)N(Cc3ccccc3)C(=O)[C@H]2[C@H]2CN=C(SCc3ccc(Cl)cc3)N21 | -12 | · | · | 1% | 0% | 3%[46.1 µM] | -2% | · | 15% | ·
O=C(NCCN1C(=O)S/C(=C\c2ccc(Cl)c([N+](=O)[O-])c2)C1=O)C1=COCCO1 | -19 | · | · | 0% | -1% | -15% | -60%[inhibitor] | 0% | -8% | ·
O=C(CSc1nc2ccccc2c(=O)n1CCCN1CCOCC1)N1CCN(c2ccccc2)CC1 | 6 | -5% | 2% | -2% | -4% | -1% | ? | -2% | -8% | -15%
CCc1cc(=O)oc2cc(C)cc(OCC(=O)NCCN3CCOCC3)c12 | 9 | -2% | 3% | -4% | -1% | 2% | 6% | -5% | 1% | 1%

Arranged by the number under TCR activator (lowest first): 3 from the list above
SMILES	TCR activator
O=C(NCCN1C(=O)S/C(=C\c2ccc(Cl)c([N+](=O)[O-])c2)C1=O)C1=COCCO1	-15%
O=C(CSc1nc2ccccc2c(=O)n1CCCN1CCOCC1)N1CCN(c2ccccc2)CC1	-1%
CCc1cc(=O)oc2cc(C)cc(OCC(=O)NCCN3CCOCC3)c12	2%

Screens: PubChem, National Center for Advancing Translational Sciences (NCATS)
